SW480 rerep: inducers of DNA re-replication in SW480 colon cancer cells | SW480 DNA re-replication, Hoechst DNA content imaging, 48 h | Potency, µM (titrated, usually from 46.1 µM), without a hit: top-dose re-replication activation, hits mostly activators | 340,000 tested, 1.8% active | AID 624297; further: potency means the concentration at half of the fitted maximal effect; % of control where 0% means no effect; nearly all actives have a fitted effect of over 55% in size
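Quantitative HTS format with DMSO vehicle controls; 48 hr drug incubation at 37 C, then 40 min Hoechst staining and scanning imager measurement at 405 nm excitation.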
ATXN2 expr inh: inhibitors of ATXN2 expression; HEK-293 ATXN2-luciferase reporter, luminescence, 24 h; Potency, µM (doses to about 57 µM), without a hit: at the highest dose activity change, negative = inhibition, hits mostly inhibitors; 360,000 tested, 0.72% active; further: potency means the concentration at half of the fitted maximal effect; on the % scale 0 is the no-effect control and ±100 the full control effect; nearly all actives have a fitted effect of over 55% in size
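ATXN2-luciferase reporter cells (luciferase flanked by upstream and downstream ATXN2 gene portions) were treated 24 h at 37 °C with compounds at up to 57 uM. SteadyGlo luminescence gave expression; GF-AFC fluorescence gave viability.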
HT1080-NT tox: kills 2HG-producing HT-1080-NT fibrosarcoma cells; HT-1080-NT fibrosarcoma viability, CellTiter-Glo ATP luminescence, 48 h; 360,000 tested, 1.6% active; Potency, µM (top dose mostly 46.1 µM), without a hit: at the highest dose activity, negative = less viability, usual class: cytotoxic; AID 686970;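 further: NT is the 2HG producing partner of a matched IDH1 knockdown line; potency means the concentration at half of the fitted maximal effect; 0% = DMSO-treated cells and -100% = media-only wells without cells; nearly all actives have a fitted effect of over 55% in size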
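750 cells/well, RPMI + 5% FBS; 2 h settle, compound pin-transfer, 48 h at 37 degrees C. CellTiter-Glo 10 min RT, luminescence. Normalized to DMSO and media-only wells.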
IL-1B inflam inh: blocks inflammasome-driven IL-1 beta release | AID 743279 | THP-1 LPS/ATP IL-1B secretion, AlphaLISA, 16 h; stronger effect = lower value | 360,000 tested, 4.7% active | activity change, % at 57.5 µM; in the data active means activity change below about -50%; inconclusive means mostly about -30% to -49%; further: on the % scale 0 is the no-effect control and ±100 the full control effect
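Secreted IL-1B measured by AlphaLISA bead assay after 16 h compound exposure of THP-1 cells; compounds (final up to 57.5 uM) added 1 h before LPS (250 ng/mL) and ATP (1.25 mM) stimulation; lower signal means less secretion.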
HepG2 tox: kills HepG2 cells in TGF-b inhibitor counter-screen | 410,000 tested, 0.76% active | AID 588856 | Potency, µM (highest dose often 46.1 µM), for inactives: at the highest dose activity change, negative = cytotoxicity, most hits filed as cytotoxic | HepG2 CAGA-GFP viability, ATP luminescence, 18 h; further: potency means the concentration at half of the fitted maximal effect; some results filed as inactive show a strong effect at the top dose
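HepG2 CAGA-GFP cells (1000/well, DMEM with 1% FBS) received compound, then TGF-beta at 500 pg/mL final, and were incubated 18 hours at 37 degrees C. Viability was read by CellTiter-Glo luminescence. Media-only wells were set as complete cell-killing and DMSO as no toxicity.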
HT1080 IDH1KD tx: HT-1080 IDH1 knockdown cell toxicity (counter line) | Potency, µM (titrated, usually from 46.1 µM), for inactives: top-dose activity, negative = toxicity, most hits filed as cytotoxic | AID 686971 | HT-1080 IDH1 knockdown viability, ATP luminescence, 48 h | 360,000 tested, 2% active;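 further: potency means the concentration at half of the fitted maximal effect; 0% = DMSO wells and -100% = cell-free medium wells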
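CellTiter-Glo luminescence after 48 h compound exposure at 37 degrees C of IDH1-knockdown HT-1080 cells in 5% FBS RPMI. %Activity scaled between DMSO wells and cell-free media wells, with curves fitted and assigned curve classes.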
KB-3-1 tox: kills parental KB-3-1 adenocarcinoma cells | KB-3-1 viability, CellTiter-Glo ATP luminescence, 72 h | Potency, µM (titrated, usually from 46.1 µM), for the others: at the top dose activity change, negative = cytotoxic, actives largely listed as cytotoxic | AID 1347075 | 400,000 tested, 1.4% active; further: potency means the concentration at half of the fitted maximal effect; on the % scale 0 is the no-effect control and ±100 the full control effect; nearly all actives have a fitted effect of over 60% in size
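Cells are dispensed, compounds pinned in, plates held at 37 °C for 72 h, then CellTiter-Glo is added and luminescence read after 10 minutes. Cell line: parental KB-3-1 in phenol-red-free DMEM, 10% FBS.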
ATXN viability: cell viability loss in ATXN counter-screen | S2 cells (HEK-293 line with an ATXN2-luciferase reporter) viability, CellTiter-Fluor protease fluorescence, 24 h | AID 651635 | 400,000 tested, 0.49% active | Potency, µM (highest dose often 56.7 µM), most hits filed as cytotoxic; further: potency means the concentration at half of the fitted maximal effect; nearly all actives have a fitted effect of over 40% in size
MCF10A rerep: DNA re-replication induction in MCF 10a cells | MCF 10A DNA re-replication, Hoechst nuclear intensity, 48 h | AID 624296 | Potency, µM (titrated, usually from 46.1 µM), for inactives: top-dose activity, positive = re-replication, usual class: activators | 350,000 tested, 2.9% active; further: potency means the concentration at half of the fitted maximal effect; % of control where 0% means no effect; nearly all actives have a fitted effect of over 50% in size
Starred values were filed as active, the others as inactive; i = inactive; ? = inconclusive; / = not tested or not shown; [ ] = remark or other dose. Unless noted, the call rests on the fitted dose curve; in most records, active means well fitted curve in the direction sought with a large enough effect; inconclusive means small, poorly fitted or top-dose-only effect, or another doubt; inactive means no such curve, though single readings can be large; an effect the other way counts as inactive or inconclusive.

nr	canonical_smiles	KB-3-1 tox	ATXN viability	ATXN2 expr inh	MCF10A rerep	IL-1B inflam inh	SW480 rerep	HepG2 tox	HT1080 IDH1KD tx	HT1080-NT tox
1	COc1ccc(-n2c(Cn3nnc4ccccc43)nnc2SCC(=O)O)cc1	7%	i	37%	8%	10	-2%	13%	12%	14%
2	CC(C)CC(=O)Nc1ccc(S(=O)(=O)N2CCCC2)cc1	4%	i	1%	0%	0	-8%	-1%	7%	6%
3	Cc1[nH]nc(SCC(=O)NCc2ccc(F)cc2)c1[N+](=O)[O-]	-7%	i	-14%	1%	16	-2%	-3%	16%	17%
4	Cc1nn(-c2ccc(Cl)c(Cl)c2)c(C)c1C(=O)O	-6%	i	14%	0%	4	-25%	8%	6%	4%
5	CCCc1nc(S(=O)(=O)Cc2ccc(Cl)cc2Cl)n[nH]1	-2%	i	-9%	-7%	36	-4%	-17%	-4%	4%
6	CCOc1cc(NC(=S)NCCCN2CCOCC2)c(OCC)cc1NC(=O)c1cccc(C)c1	2%	?	-6%	-1%	-1	-6%	8%	10%	9%
7	Nc1sc(-c2ccccc2)cc1-c1n[nH]c(=S)n1C1CCCCC1	?	i	-12%	3.3µM*	29	3.3µM*	-63%	1.5µM*	3.7µM*
8	O=C(NCc1ccc2c(c1)OCO2)c1n[nH]c(=O)c2ccccc12	-2%	i	?	-10%	-3	0%	-11%	-13%	-20%
9	O=C(O)c1cn(-c2ccc(F)cc2)c2cc(Cl)c(F)cc2c1=O	9%	i	-1%	1%	24	10%	15%	2%	4%
10	Cc1c(NS(=O)(=O)c2cccc(C(=O)NCc3ccco3)c2)c(=O)n(-c2ccccc2)n1C	-10%	i	3%	?	10	25%	-12%	0%	-3%
11	CCOc1ccc(CCN2C(=O)C(=O)N([C@@H](CC(C)C)CN3CCC[C@H]3CN3C(=O)C(=O)NC[C@@H]3Cc3ccccc3)C[C@@H]2Cc2ccc(O)cc2)cc1	-4%	?	0%	/	0	/	/	?	?
12	CCCCn1c(SCc2c(C)noc2C)nc2cc(S(N)(=O)=O)ccc21	?	?	65%[activator]	?	?	-6%	-33%	-13%	0%
13	Cc1cc(-c2ccc(C)c(S(=O)(=O)NCCc3ccco3)c2)on1	-9%	i	/	-1%	-10	-20%	-19%	-9%	-17%
14	CC(=O)NC1(c2nnnn2CCOC(=O)Nc2ccc(Cl)cc2)CCCCC1	-15%	i	13%	2%	-16	6%	-2%	-6%	-7%
15	O=C(NCc1cccs1)[C@@H]1CSC2c3ccccc3C(=O)N21 (some centres not stated)	0%	i	-3%	1%	12	-7%	9%	16%	14%
16	CC1CC(C)CN(S(=O)(=O)N2CCCC(C(=O)NCCCN3CCCCC3C)C2)C1 (configuration not stated)	-4%	i	-8%	5%	-29	-26%	-7%	-5%	-1%
17	Cc1cc(C(=O)NCc2ccco2)c2cc(F)ccc2n1	16%	i	-11%[11.3 µM]	0%	40	19%	-2%	5%	0%
18	COc1ccc(CC(=O)NNC(=O)CSc2ccc(C)cc2)cc1	23%	i	-21%	-6%	16	-11%	-21%	16%	12%
19	CC(C)c1nc(SCC(=O)Nc2ccc3c(c2)OCCO3)n[nH]1	-21%	i	13%	4%	3	1%	1%	-1%	1%
20	Cc1sc2ncnc(N3CCCCC3C)c2c1C (configuration not stated)	-27%	i	-38%	?	48	0%	-18%	-17%	-20%
21	CCOC(=O)N1CCN(C(=O)c2cnn(-c3ccccc3)c2NC(=O)c2ccccc2F)CC1	-1%	i	5%	16%	-3	5%	-2%	-4%[9.24 µM]	3%
22	Cn1c(=O)c2c(c3ccccc31)OC(=O)CC2c1cccnc1 (configuration not stated)	0%	i	-32%	-7%	23	0%	13%	9%	10%
23	Cc1ccc(NC(=O)C(=O)NCc2ccc(Cl)cc2)cc1	-10%	i	11%	/	/	/	18%	/	/
24	O=C(Nc1cccnc1)C1CC(c2ccccc2O)=NO1 (configuration not stated)	11%	i	20%	-10%	-7	-12%	-1%	-25%	2%

Entries 10 through 21 from above:
nr	canonical_smiles	KB-3-1 tox	ATXN viability	ATXN2 expr inh	MCF10A rerep	IL-1B inflam inh	SW480 rerep	HepG2 tox	HT1080 IDH1KD tx	HT1080-NT tox
10	Cc1c(NS(=O)(=O)c2cccc(C(=O)NCc3ccco3)c2)c(=O)n(-c2ccccc2)n1C	-10%	i	3%	?	10	25%	-12%	0%	-3%
11	CCOc1ccc(CCN2C(=O)C(=O)N([C@@H](CC(C)C)CN3CCC[C@H]3CN3C(=O)C(=O)NC[C@@H]3Cc3ccccc3)C[C@@H]2Cc2ccc(O)cc2)cc1	-4%	?	0%	/	0	/	/	?	?
12	CCCCn1c(SCc2c(C)noc2C)nc2cc(S(N)(=O)=O)ccc21	?	?	65%[activator]	?	?	-6%	-33%	-13%	0%
13	Cc1cc(-c2ccc(C)c(S(=O)(=O)NCCc3ccco3)c2)on1	-9%	i	/	-1%	-10	-20%	-19%	-9%	-17%
14	CC(=O)NC1(c2nnnn2CCOC(=O)Nc2ccc(Cl)cc2)CCCCC1	-15%	i	13%	2%	-16	6%	-2%	-6%	-7%
15	O=C(NCc1cccs1)[C@@H]1CSC2c3ccccc3C(=O)N21 (some centres not stated)	0%	i	-3%	1%	12	-7%	9%	16%	14%
16	CC1CC(C)CN(S(=O)(=O)N2CCCC(C(=O)NCCCN3CCCCC3C)C2)C1 (configuration not stated)	-4%	i	-8%	5%	-29	-26%	-7%	-5%	-1%
17	Cc1cc(C(=O)NCc2ccco2)c2cc(F)ccc2n1	16%	i	-11%[11.3 µM]	0%	40	19%	-2%	5%	0%
18	COc1ccc(CC(=O)NNC(=O)CSc2ccc(C)cc2)cc1	23%	i	-21%	-6%	16	-11%	-21%	16%	12%
19	CC(C)c1nc(SCC(=O)Nc2ccc3c(c2)OCCO3)n[nH]1	-21%	i	13%	4%	3	1%	1%	-1%	1%
20	Cc1sc2ncnc(N3CCCCC3C)c2c1C (configuration not stated)	-27%	i	-38%	?	48	0%	-18%	-17%	-20%
21	CCOC(=O)N1CCN(C(=O)c2cnn(-c3ccccc3)c2NC(=O)c2ccccc2F)CC1	-1%	i	5%	16%	-3	5%	-2%	-4%[9.24 µM]	3%

(list continues)
nr	canonical_smiles	KB-3-1 tox	ATXN viability	ATXN2 expr inh	MCF10A rerep	IL-1B inflam inh	SW480 rerep	HepG2 tox	HT1080 IDH1KD tx	HT1080-NT tox
25	Cc1ccc(C(=O)OC(C)C(=O)Nc2ccc3c(c2)OCO3)c(O)c1 (configuration not stated)	-1%	i	/	0%	-4	-2%	-33%	2%	0%
26	CSc1ccc(CN2CCN(CC=C(C)C)C(CCO)C2)cc1 (configuration not stated)	1%	i	1%	13%	5	0%	-2%	-6%	-10%
27	COc1ccc(NC(=O)c2nn(C)c3c2CSc2ccc(C)cc2-3)cc1OC	-18%	i	-34%	/	/	/	11µM*	/	/
28	S=C(NC1CC1)N1CCc2ccccc2C1	3%	i	/	-9%	24	-7%	17%	0%	6%
29	O=C(O)CC(=O)Nc1ccccc1C(=O)O	3%	i	8%	-3%	15	-25%	-2%	5%	12%
30	Cc1ccc(C(C)C)c(OCC(=O)N/N=C2\CC(=O)CC(C)(C)C2)c1	-9%	i	-9%	-24%	4	-8%	-30%	0%	-1%
31	CC(C)C(OC(=O)c1cccs1)C(=O)NCCc1ccccc1 (configuration not stated)	20%	i	0%	6%	-5	-3%	10%	1%	0%
32	COc1ccccc1CCC(=O)NNC(=O)c1ccccc1	2%	i	-10%	1%	46	4%	16%	-4%	-3%
33	CN1CCN(S(=O)(=O)c2csc(C(N)=O)c2)CC1	4%	i	/	-3%	6	-8%	-61%	-2%	-2%
34	CSc1ccccc1NC(=O)c1cccs1	20%	i	2%	1%	-4	-6%	1%	3%[9.24 µM]	8%
35	COc1cccc(N2CCN(CC(=O)Nc3ccccc3C(=O)NCCc3ccccc3)CC2)c1	?	i	?	1%	?	-15%	-12%	-8%	-9%
36	O=C(Nc1ccc(S(=O)(=O)N2C[C@@H]3C[C@@H](C2)c2cccc(=O)n2C3)cc1)c1ccc(F)cc1	0%	i	1%	2%	-7	1%	-4%	0%	13%
37	COc1ccc(-c2csc(NC(=O)C3COc4ccccc4O3)n2)cc1OC (configuration not stated)	8%	?	-18%	?	?	-1%	-29%	-7%	-15%
38	Cc1ccc(C(C(=O)NCc2ccccc2)N(C(=O)c2csnn2)c2cccc3ccccc23)o1 (configuration not stated)	?	i	-3%	5%	?	10%	-3%	-11%	-2%
39	CC1CC1C(=O)OCC(=O)NNC(=O)COc1ccc(Br)cc1 (configuration not stated)	-9%	i	2%	-1%	-5	-11%	24%	6%	8%
40	O=C(C1CCN(S(=O)(=O)c2ccccc2)CC1)N1CCCCCC1	19%	i	2%	2%	0	-1%	-19%	0%	0%

Rows were taken by chance; about 8.9% have a hit in one of these screens.
